Abeta rescue – qHTS for compounds that reverse cellular toxicity of Amyloid beta (A-beta) peptide in yeast: Primary Screen; Potency, µM (titrated, usually from 46.1 µM), for the others: at the highest dose growth rescue, actives largely listed as activators; hit rate 0.063% among 410,000; yeast expressing A-beta42, growth rescue, OD600, 48 h; response scale: 0% DMSO, 100% iron-clioquinol control; further: nearly all actives have a fitted effect of over 55% in size
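Yeast growth medium received pinned compounds, then yeast cells expressing toxic A-beta were added; plates incubated at 30 C for 48 hr. Growth read as absorbance at 600 nm, normalized to DMSO and equimolar FeCl3 plus clioquinol controls.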
FUS yeast rescue – qHTS for Suppressors of FUS Proteinopathy: Primary screen using FUS-linked yeast assay | S. cerevisiae FUS-expressing, growth rescue, OD600, 24 h | Potency, µM (series often up to 76.6 µM), for inactives: at the top dose growth rescue (activation), most hits filed as activators | hit rate 0.24% among 390,000 | AID 1347120, 2019;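 further: plate controls were DMSO vehicle for no effect and reference control for full effect; nearly all actives have a fitted effect of over 55% in size; some results filed as inactive show a strong effect at the top dose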
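S. cerevisiae expressing FUS from galactose induction served as the toxicity model. Growth after 24hr at 30C, read as absorbance at 600 nm, indicates suppression of toxicity; compounds dosed at several concentrations.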
* hit, by the source's call; ? = inconclusive; [ ] = another dose, or the depositor's remark. The call rests on the fitted dose curve; in most records, active means well fitted activation curve with a large enough effect; inconclusive means small, poorly fitted or top-dose-only effect; inactive means no such curve, though single readings can be large or run the other way. Potency means the concentration at half of the fitted maximal effect. This is a subset; rates above refer to the full screens.

SMILES	Abeta rescue	FUS yeast rescue
CCSC1=NC2(CCN(C(=O)NC3CCCCC3)CC2)N=C1c1ccc(C)cc1	0%	-4%
Cc1ccc2oc(C(=O)Nc3ccc(S(=O)(=O)N4CCCC(C)C4)cc3)cc(=O)c2c1 (stereo not drawn)	-10%	5%
CCC(=O)N1CCc2cc(Br)cc(S(=O)(=O)CCC(=O)N3CCN(c4ccccc4F)CC3)c21	-2%	-2%
CCc1ccc(CNC(=O)C2CCCN(S(=O)(=O)c3ccc4c(ccn4C)c3)C2)cc1 (stereo not drawn)	-6%	18%
CCC(C(=O)NCc1cc(OC)ccc1OC)n1nc(C)c2sc3ccccc3c2c1=O (stereo not drawn)	-8%	-11%
COc1ccccc1CNC(=O)c1ccc2[nH]c(C)c(C)c2c1	-6%	6%
COc1ccc(NC(=O)Cc2c(C(=O)O)[nH]c3ccccc23)cc1OC	-11%	6%
CCCSc1ncc(Cl)c(C(=O)N(Cc2cccc(Cl)c2)C2CCS(=O)(=O)C2)n1 (stereo not drawn)	-3%	28%
CCC(C)NC(=O)c1ccc2c(c1)N(Cc1ccccc1F)C(=O)c1ccccc1S2=O (stereo not drawn)	4%	-3%
COc1ccccc1CNC(=O)c1ccc2nc(-c3ccccc3)c(-c3ccccc3)nc2c1	-3%	-9%
CC(C)(CC(=O)NCc1ccc(Cl)cc1Cl)CC1=NS(=O)(=O)c2ccccc2N1	-1%	11%
CCOCCc1nn2c(=O)cc(COC(=O)CNC(=O)c3ccc(F)cc3)nc2s1	-12%	7%
COc1ccc(-c2cc3ccc(O)c(CN4CCC(C)CC4)c3oc2=O)cc1OC	1%	-1%
COc1ccc(-c2cc(C(F)(F)F)nc(SCC(=O)NCc3ccc(OC)c(OC)c3)n2)cc1	-13%	17%
O=C(NCc1ccccc1)c1nc(S(=O)(=O)Cc2ccc(F)cc2)ncc1Cl	-1%	30%
CCc1nnc2c3ccccc3nc(N3CCN(c4cc(C)ccc4C)CC3)n12	-14%	5%
O=C(Cn1ncc2c3ccccc3n(Cc3ccccc3F)c2c1=O)NCc1ccccc1Cl	-7%	9%
COc1cccc(Cn2c(CNC(=O)Cc3cccc(C)c3)nc3cccnc32)c1	9%	8%
Oc1c(C(c2ccccc2F)N2CCN(c3ccccc3F)CC2)sc2nc(-c3ccco3)nn12 (stereo not drawn)	1%	37%
COc1ccc(CCNS(=O)(=O)c2c(C)nc3sccn3c2=O)cc1OC	-3%	-20%

As a working copy, part of the list above.
SMILES	Abeta rescue	FUS yeast rescue
Oc1c(C(c2ccccc2F)N2CCN(c3ccccc3F)CC2)sc2nc(-c3ccco3)nn12 (stereo not drawn)	1%	37%
COc1ccc(CCNS(=O)(=O)c2c(C)nc3sccn3c2=O)cc1OC	-3%	-20%

Further compounds follow.
SMILES	Abeta rescue	FUS yeast rescue
COc1ccc(Cl)cc1S(=O)(=O)Nc1cccc(-c2ccc(N3CCCC3)nn2)c1	6%	-1%
CCc1cccc(NC(=O)Cn2c(=O)n(-c3cccc(Cl)c3)c(=O)c3c2c2cc(C)ccc2n3C)c1	-3%	1%
CC(C)c1ccc(NC(=O)CSc2nc(=O)n(Cc3ccccn3)c3c2CCC3)cc1	-8%	-5%
Cc1ccc(-n2ncc3c(N4CCN(Cc5ccccc5)CC4)ncnc32)cc1C	-9%	24%
O=C(CCS(=O)(=O)c1nc(-c2cccs2)cc(C(F)(F)F)n1)Nc1ccc(OC(F)(F)F)cc1	-17%	11%
COc1ccc(S(=O)(=O)N2Cc3ccccc3CC2C(=O)Nc2cc(Cl)ccc2Cl)cc1 (stereo not drawn)	-8%	?
CCOc1ccc(CNC(=O)c2ccc(NC(=O)c3nsc4ccccc34)cc2)cc1	-4%	10%
COc1cccc(NC(=O)CSc2nc(-c3ccccc3)nc3c2Cc2cc(Cl)ccc2O3)c1	3%	-18%
Cn1c(=O)oc2cc(S(=O)(=O)N3CCC(C(=O)N4CCN(c5ccccc5F)CC4)CC3)ccc21	-16%	2%
COc1cccc2sc(N(Cc3cccnc3)C(=O)c3ccc4c(c3)OCCO4)nc12	-1%	13%
COc1cc(-c2nc(Cn3nnc(C(=O)Nc4cc(C)cc(C)c4)c3C)c(C)o2)cc(OC)c1OC	-13%	12%
CNC(=O)c1cc2n(n1)CCCN(Cc1ccc(F)cc1)C2=O	0%	22%
COc1ccc(NC(=O)C(=O)NCc2ccco2)c(OC)c1	-27%	2%
CC(C)C(=O)Nc1ccc2nc(SCC(=O)N3CCc4ccccc43)sc2c1	-4%	9%
CCc1cccc(NC(=O)C(Cc2ccccc2)n2cccc2)c1 (stereo not drawn)	-4%	17%
Cc1ccc(NC(=O)c2cc(S(=O)(=O)N(C)C3CCCCC3)ccc2F)cc1C	7%	33%
Cc1nc2ccn(Cc3cccs3)c(=O)c2cc1C(=O)Nc1ccccc1	-14%	14%
CCn1c2ccccc2c2cc(CN3CCN(Cc4cc(OC)c(O)c(OC)c4)CC3)ccc21	-24%	32%
Cc1ccc(NC(=O)Cn2c(=O)oc3cc(S(=O)(=O)N4CCCCC4)ccc32)c(C)c1	0%	16%
COc1cc(OC)c(NC(=O)CCCn2nc(C)c3c(C)n(-c4ccccc4)nc3c2=O)cc1Cl	-7%	25%
CCCCn1c(SCC(=O)Nc2cccc(OC)c2)nc2ccsc2c1=O	-1%	38%
COc1ccccc1NC(=O)C(Cc1ccccc1)NS(=O)(=O)c1cccc2nsnc12 (stereo not drawn)	3%	?
CCOC(=O)c1ccc(N2C(=O)c3[nH]nc(-c4ccc(OC)cc4)c3C2c2cccc(O)c2)cc1 (stereo not drawn)	-2%	38%
COc1cc2c(=O)n(CCC(=O)NCC3CCCO3)c(=O)n(CC(=O)Nc3c(C)cccc3C)c2cc1OC (stereo not drawn)	17%	7%
CCc1ccc(NC(=O)CSc2nc(=O)n(Cc3ccncc3)c3c2CCC3)cc1	-2%	14%
CCCCNc1nc2c(S(=O)(=O)c3ccc(C)c(C)c3)nnn2c2ccsc12	-9%	-9%
CNc1ccc(-c2nc(-c3ccncc3)no2)cc1[N+](=O)[O-]	-11%	1%
CCOc1ccc(NC(=O)c2cc(S(=O)(=O)N3CCN(c4ccccc4F)CC3)ccc2F)cc1	-2%	13%
CSc1ccc(CCNC(=O)CCc2c(C)nc3ncnn3c2C)cc1	-4%	1%
Cc1oc2ccc(O)c(CN3CCN(C)CC3)c2c1C(=O)Nc1ccccc1	-8%	15%
Clc1ccc(CCNC(c2ccc(Cl)cc2)c2nnc(-c3ccccc3)o2)cc1 (stereo not drawn)	23%	26%
O=S(=O)(NCCc1nnc2ccc(SCc3ccc(Cl)cc3Cl)nn12)c1ccccc1	-12%	-18%
CCN(CC)c1nn2c(=O)c(C(=O)NCCc3ccccc3C)cnc2s1	-17%	25%
CCOc1ccc(Nc2nn(-c3ccc(OC(F)(F)F)cc3)nc2C(C)=O)cc1	-36%[inhibitor]	-19%
Cc1cc(C)c(NC(=O)c2cc(S(=O)(=O)NCCC3=CCCCC3)ccc2F)c(C)c1	-2%	-13%
COc1ccc(NC(=O)CSc2nc(-c3ccccc3)c3ccccc3n2)cc1	-23%	-22%
Cc1ccc(CNC(=O)Cn2c(=O)n(-c3ccc(Cl)cc3)c(=O)c3c(C)c(C)sc32)cc1	-16%	-20%
Cc1c(Cl)ccc2sc(N3CCN(C(=O)CS(=O)(=O)c4ccccc4)CC3)nc12	13µM*	?
C#CCn1c(/C=C/c2ccc(Cl)cc2)nc2ccccc21	-77%[inhibitor]	12%
CCOc1ccc(Nc2c(S(=O)(=O)c3ccc(C)cc3)cnc3ccccc23)cc1	2%	?
COc1ccc(C2C(=O)N(C3CCCCCC3)CC(=O)N2CCc2ccc(OC)c(OC)c2)cc1 (stereo not drawn)	-11%	29%
Cc1cc(Nc2cccc(Cl)c2)nc2ccc(NC(=O)c3cccnc3)cc12	15%	33%
CCOC(=O)CCc1c(C)c2cc3c(c(C)c2oc1=O)OCN(CCc1ccccc1OC)C3	-38%	?
O=c1c(S(=O)(=O)c2ccccc2)cn(Cc2ccc(F)cc2)c2cc(N3CCCCC3)c(F)cc12	16%	10%
COc1ccccc1-c1noc(CCCC(=O)Nc2cc(C)ccc2C)n1	-10%	7%
CCOc1ccc(-n2cc(-c3ccccc3)c3c(NCCc4ccccc4)ncnc32)cc1	12%	22%
CCOC(=O)N1CCc2c(sc(NCc3cccc(F)c3)c2C(=O)Nc2ccc(OC)cc2)C1	-7%	31%
COc1ccc(Cl)cc1NC(=O)c1cc(C)nc2c1c(C)nn2-c1ccccc1	-22%	-23%
Cn1cc(C(=O)NCc2ccccc2)c(=O)c2cc(S(=O)(=O)N3CCOCC3)ccc21	-4%	-2%
CC1=C(C(=O)NCc2cccc(F)c2)C2(CCCCC2)OC1=O	2%	-3%
COc1cccc(-c2cc(C(F)(F)F)nc(NCc3ccc(F)cc3)n2)c1	5%	-13%
CCCN(C(=O)Cc1c(C(=O)O)[nH]c2ccc(Cl)cc12)c1ccc(OCC)cc1	-3%	-2%
CCCSCCCNC(=O)Cn1c(-c2cccs2)cc2ccccc21	-3%	16%
CC1=C(C(=O)Nc2ccccc2)C(c2cccs2)n2nc(SCc3ccccc3F)nc2N1 (stereo not drawn)	-21%	5%
Clc1ccccc1-c1nnc(SCc2nc(-c3ccccc3)no2)n1-c1ccccc1	1%	25%
CN(CCCNC(=O)c1cc2c(=O)n(C)c3ccccc3c2s1)Cc1ccccc1	-3%	-11%
CCOC(=O)CNC(=O)c1cc2c(=O)oc3ccccc3c2s1	-14%	-42%
Cc1ccc(CCNC(=O)C2CCCN(c3nnc(C)c4c(C)n(-c5ccccc5)nc34)C2)cc1 (stereo not drawn)	-10%	-16%
Cc1ccc(C(=O)Nc2ccc3oc(-c4cccnc4)nc3c2)c(Cl)c1	-1%	0%
Cc1cccn2c(=O)c3cc(C#N)c(=O)n(-c4nnc(SCc5ccc(Cl)cc5)s4)c3nc12	-11%	34%

Compounds shown so far with an NH in an aromatic ring, in the order listed:
SMILES	Abeta rescue	FUS yeast rescue
COc1ccccc1CNC(=O)c1ccc2[nH]c(C)c(C)c2c1	-6%	6%
COc1ccc(NC(=O)Cc2c(C(=O)O)[nH]c3ccccc23)cc1OC	-11%	6%
CCOC(=O)c1ccc(N2C(=O)c3[nH]nc(-c4ccc(OC)cc4)c3C2c2cccc(O)c2)cc1 (stereo not drawn)	-2%	38%
CCCN(C(=O)Cc1c(C(=O)O)[nH]c2ccc(Cl)cc12)c1ccc(OCC)cc1	-3%	-2%

In the list so far, these have a furan ring, fused or not.
SMILES	Abeta rescue	FUS yeast rescue
Oc1c(C(c2ccccc2F)N2CCN(c3ccccc3F)CC2)sc2nc(-c3ccco3)nn12 (stereo not drawn)	1%	37%
COc1ccc(NC(=O)C(=O)NCc2ccco2)c(OC)c1	-27%	2%
Cc1oc2ccc(O)c(CN3CCN(C)CC3)c2c1C(=O)Nc1ccccc1	-8%	15%

The list continues:
SMILES	Abeta rescue	FUS yeast rescue
CCCc1nc(SC)ncc1C(=O)N1CCN(c2ccc(Cl)cc2)CC1	-66%[inhibitor]	21%
Cc1ccc2c(=O)c(C(=O)c3cccc(Cl)c3)cn(CC(=O)Nc3ccccc3C(F)(F)F)c2n1	-7%	-9%
COc1ccc(OCC(=O)OCc2cc(=O)n3nc(-c4cccs4)sc3n2)cc1	-3%	34%
COc1ccc(-n2c(=O)c3ccccc3n(CC(=O)NCCc3ccccc3)c2=O)c(OC)c1	-2%	9%
Cc1c(Cl)cccc1NC(=O)c1noc2c1CCCC2	-4%	11%
CC(C)CCNC(=O)Nc1cc(C(=O)NCc2cccc(F)c2)ccc1N1CCCC1	9%	7%
Cc1c(C(=O)OC2CCCCC2)[nH]c2c1C(=O)CC(c1ccc(C(C)(C)C)cc1)C2 (stereo not drawn)	-1%	-8%
COc1ccc(CNc2oc(-c3ccc(COc4ccc(Cl)cc4)o3)nc2C#N)cc1	-2%	-1%
CCc1ccc(NC(=O)N2CCN(c3nnc(C)c4c(C)n(-c5ccc(Cl)cc5)nc34)CC2)cc1	-4%	23%
COc1cc(OC)c(NC(=O)c2sc3nc4n(c(=O)c3c2C)CCCC4)cc1Cl	-13%	-34%
COCCCn1c(=N)c(C(=O)NCc2ccco2)cc2c(=O)n3cccc(C)c3nc21	-5%	-3%
Cc1ccc(NC(=O)CN2C(=O)CSc3ccc(S(=O)(=O)N4CCCC4)cc32)c(C)c1	-26%	11%

Single values from above.
`COc1ccc(-n2c(=O)c3ccccc3n(CC(=O)NCCc3ccccc3)c2=O)c(OC)c1` in Abeta rescue: -2%
`COCCCn1c(=N)c(C(=O)NCc2ccco2)cc2c(=O)n3cccc(C)c3nc21` in FUS yeast rescue: -3%
`CC(C)CCNC(=O)Nc1cc(C(=O)NCc2cccc(F)c2)ccc1N1CCCC1` in FUS yeast rescue: 7%
`CCCc1nc(SC)ncc1C(=O)N1CCN(c2ccc(Cl)cc2)CC1` in Abeta rescue: -66%[inhibitor]
`COc1ccc(CNc2oc(-c3ccc(COc4ccc(Cl)cc4)o3)nc2C#N)cc1` in FUS yeast rescue: -1%
